Screening data as filed in PubChem.
ELG1 genotoxic: inducers of genotoxicity in HEK293T ELG1-luciferase cells; 330,000 tested, 1.3% active; Potency, µM (top dose mostly 46 µM), inactives show at the highest dose activity change, positive = activation, usual class: activators; HEK293T ELG1-luciferase reporter, luminescence, 16 h; note: potency is the fitted concentration of half-maximal effect; % of control where 0% means no effect; nearly all actives have a fitted effect of over 60% in size
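Screening used a luciferase reporter fused to human ELG1 in HEK293T cells. Luminescence was read on a CCD plate imager after 16 hr exposure and 30 min ONE-Glo incubation.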
NPC1 promoter act: activates the NPC1 promoter; Huh7 NPC1 promoter luciferase reporter, 24 h; Potency, µM (top dose mostly 9.22 µM), for the others: at the top dose activation, most hits filed as activators; 320,000 tested, 2.4% active; AID 485313;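 note: potency is the fitted concentration of half-maximal effect; % of control where 0% means no effect; nearly all actives have a fitted effect of over 60% in size; reporter is driven by a mutant NPC1 promoter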
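In 1536-well qHTS, Huh7 cells harboring an NPC1 promoter–luciferase construct received compound for 24 h; activation was quantified by luminescence following luciferase reagent addition.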
TRPV1 agonist: activates the human vanilloid receptor TRPV1 | 320,000 tested, 0.19% active | AID 540275 | Q8NER1 | TRPV1-expressing cells, Fluo-8 calcium influx, agonist mode | activation, % at 8.33 µM; in the data active = activation above about 80%; inconclusive = between about 30% and that limit; note: 0% is about no effect
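Cells expressing TRPV1 were dye-loaded with Fluo-8 and read kinetically: 10 s baseline, 3 min after compound (agonist portion), then 2 min after EC20 capsaicin (allosteric enhancer portion). Calcium-bound dye fluorescence at 480/520 nm.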
Gal4-VP16 FLuc: counter-screen for ROR gamma inhibitors: Gal4-VP16 reporter | Drosophila S2 Gal4-VP16 UAS-luciferase, luminescence, 20 h | Potency, µM (top dose mostly 53.6 µM), inactives show at the highest dose activity, negative = inhibition, usual class: inhibitors | 310,000 tested, 3.5% active | AID 2546;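 note: Gal4-VP16 expression switched on by copper sulfate through the metallothionein promoter; potency is the fitted concentration of half-maximal effect; % is set by controls: 0 for no effect and ±100 for the full control effect; nearly all actives have a fitted effect of over 50% in size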
FLuc counter: inhibits or activates purified firefly luciferase, miR-21 counter-screen; purified FLuc, Km substrates, luminescence inhibition; Potency, µM (doses to about 57.5 µM), inactives show at the highest dose activity change, negative = inhibition, most hits filed as inhibitors; 360,000 tested, 6.9% active;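 note: potency is the fitted concentration of half-maximal effect; plate controls were vehicle for no effect and reference inhibitor for full effect; nearly all actives have a fitted effect of over 55% in size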
Target sequence (P08659 whole entry, looked up): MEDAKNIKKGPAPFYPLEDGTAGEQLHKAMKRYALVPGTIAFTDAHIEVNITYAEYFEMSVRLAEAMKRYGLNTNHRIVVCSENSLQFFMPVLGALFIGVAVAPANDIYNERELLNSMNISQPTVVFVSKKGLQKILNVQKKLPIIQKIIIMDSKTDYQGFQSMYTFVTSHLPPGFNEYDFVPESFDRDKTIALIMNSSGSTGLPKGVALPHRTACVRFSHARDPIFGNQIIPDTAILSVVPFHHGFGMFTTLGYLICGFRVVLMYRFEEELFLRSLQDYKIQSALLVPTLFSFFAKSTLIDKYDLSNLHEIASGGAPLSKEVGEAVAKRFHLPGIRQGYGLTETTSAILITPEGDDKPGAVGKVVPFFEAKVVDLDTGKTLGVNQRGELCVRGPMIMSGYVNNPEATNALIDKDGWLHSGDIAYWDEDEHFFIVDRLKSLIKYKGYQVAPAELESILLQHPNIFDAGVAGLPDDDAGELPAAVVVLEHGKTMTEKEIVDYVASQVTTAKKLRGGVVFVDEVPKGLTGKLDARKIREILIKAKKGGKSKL
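Purified P. pyralis luciferase (10nM final) with 10uM D-luciferin and 10uM ATP (Km levels) in 50mM Tris acetate pH 7.5, 10mM Mg acetate, 0.01% Tween-20, 0.05% BSA; qHTS 6-point titration, ~60 µM downward; luminescence read.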
BRCA1 expr up: BRCA1 expression activation; MCF7-BRCA1-FFLuc reporter, luminescence, 48 h; response scale: scaled: vehicle 0%, 10 µM genistein 100%; Potency, µM (doses to about 46.1 µM), for inactives: top-dose activation, most hits filed as activators; 380,000 tested, 1.1% active; note: potency is the fitted concentration of half-maximal effect; nearly all actives have a fitted effect of over 80% in size; some results filed as inactive show a strong effect at the top dose
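Luminescence from a BRCA1-driven firefly luciferase in MCF7 cells was the read-out, taken 15 min after substrate addition following 48 h compound exposure at 37 °C. Data were normalized to a 10 microM genistein control and DMSO vehicle.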
p53 reactivator: restores transcriptional activity of mutant p53 | H1299 p53-A138V BP100-luciferase reporter, luminescence, 24 h | Potency, µM (doses to about 92.2 µM), for the others: top-dose activity change, positive = activation, most hits filed as activators | 320,000 tested, 0.063% active; note: potency is the fitted concentration of half-maximal effect; % of control where 0% means no effect; nearly all actives have a fitted effect of over 45% in size
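H1299 (p53-null), stable ts p53-A138V + BP100-Luc; 1000 cells/well, Opti-MEM/10% FBS; cpd 4 pt, 1:5; 24 h, 37 deg C, 5% CO2; detection reagent 10 min RT; luminescence.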
Tb PFK inh: T. brucei PFK enzyme inhibition; O15648; T. brucei PFK, ADP-Glo luminescence; Potency, µM (series often up to 57.5 µM), without a hit: top-dose activity, negative = inhibition, usual class: inhibitors; 330,000 tested, 0.17% active; AID 485367;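 note: potency is the fitted concentration of half-maximal effect; 0% = uninhibited 1x PFK enzyme wells and -100% = no-enzyme wells; nearly all actives have a fitted effect of over 60% in size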
Target sequence (O15648 whole entry, looked up): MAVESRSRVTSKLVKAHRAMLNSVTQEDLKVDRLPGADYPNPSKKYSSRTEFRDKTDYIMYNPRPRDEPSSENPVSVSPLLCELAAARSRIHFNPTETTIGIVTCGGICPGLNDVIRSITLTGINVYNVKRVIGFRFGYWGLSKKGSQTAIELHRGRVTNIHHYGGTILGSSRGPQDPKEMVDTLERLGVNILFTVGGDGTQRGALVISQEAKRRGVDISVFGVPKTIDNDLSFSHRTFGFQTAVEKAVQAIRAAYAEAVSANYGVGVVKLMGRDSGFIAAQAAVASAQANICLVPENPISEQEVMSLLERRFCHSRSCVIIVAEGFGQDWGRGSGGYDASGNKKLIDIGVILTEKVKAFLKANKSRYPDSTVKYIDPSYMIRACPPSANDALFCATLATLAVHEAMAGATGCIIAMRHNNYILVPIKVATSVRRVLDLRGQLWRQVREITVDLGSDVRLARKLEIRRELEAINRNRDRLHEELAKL
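ADP-Glo luminescence quantified ADP after 45 min at room temperature, with 1.25 nM T. brucei PFK, 0.1 mM ATP and 0.5 mM fructose-6-phosphate in pH 8.0 TEA buffer. qHTS titrations up to 57 µM; curves classified by quality.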
Rab9 promoter act: activators of Rab9 promoter; Huh7 Rab9 promoter-luciferase reporter, luminescence, 24 h; Potency, µM (top dose mostly 9.22 µM), inactives show at the highest dose activation, negative = inhibition, hits mostly activators; 320,000 tested, 2.8% active; AID 485297; note: potency is the fitted concentration of half-maximal effect; % of control where 0% means no effect; nearly all actives have a fitted effect of over 60% in size
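Luciferase signal after 10 min detection reagent at ambient indicates Rab9 promoter upregulation; stably transfected Huh7 cells were treated 24 h with compound in DMSO at 37 °C, 5% CO2.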
RORg inh: blocks mouse ROR gamma transcriptional activity | P51450 | Drosophila S2 Gal4-RORgamma UAS-luciferase reporter, 20 h | Potency, µM (doses to about 53.6 µM), inactives show at the highest dose activity change, negative = inhibition, most hits filed as inhibitors | 310,000 tested, 5.4% active; note: potency is the fitted concentration of half-maximal effect; % is set by controls: 0 for no effect and ±100 for the full control effect; nearly all actives have a fitted effect of over 60% in size
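Luminescence from a UAS-regulated Photinus luciferase reporter in stably transfected Drosophila Schneider cells is measured; decreased signal marks ROR gamma inhibition. Fusion expression is induced by 700 uM copper sulfate for 20 hr.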
ELG1 repair inh: inhibitors of ELG1-dependent DNA repair in HEK293T cells. HEK293T ELG1-luciferase reporter, luminescence, 16 h; DNA damage induced by 5-fluorouridine. Potency, µM (series often up to 46.1 µM), inactives show at the highest dose activity change, negative = inhibition, most hits filed as inhibitors. 330,000 tested, 2.3% active. AID 504467; note: potency is the fitted concentration of half-maximal effect; % is set by controls: 0 for no effect and ±100 for the full control effect; nearly all actives have a fitted effect of over 55% in size
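Overnight (16 hr) co-exposure of 2,000 cells/well to 5-fluorouridine and compound at 37 °C preceded detection. Luciferase was quantified via ONE-Glo luminescence; loss of signal denotes inhibition.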
* hit, by the source's call; ? = inconclusive; · = not tested or not shown; [ ] = another dose, or the depositor's remark. Unless noted, calls come from the whole dose curve; as a rule, active = well fitted curve in the direction sought with a large enough effect; inconclusive = small, poorly fitted or top-dose-only effect, or another doubt; inactive = no such curve, though single readings can be large; an effect the other way counts as inactive or inconclusive. Compounds were not picked by outcome; any-hit rate near 15%.

SMILES	ELG1 genotoxic	NPC1 promoter act	TRPV1 agonist	Gal4-VP16 FLuc	FLuc counter	BRCA1 expr up	p53 reactivator	Tb PFK inh	Rab9 promoter act	RORg inh	ELG1 repair inh
CC(=O)c1ccc(N2CCN(CC(=O)Nc3ccccc3N3CCOCC3)CC2)cc1	5%	-4%	-2	-11%[10 µM]	-10%	4%	1%	-5%	-7%	32%	3%
CCCC(=O)Nc1ccc(-c2nc3cc(C)c(C)cc3o2)c(O)c1	?	?	0	10%	1%	?	12%	3%	2µM*	-17%	?
COc1cc(OC)c(C(=O)NNC(=S)NC2CCCCC2)cc1OC	-2%	-11%	7	-11%	-1%	4%	5%	-1%	-5%	?	-6%
Nc1n[nH]c(-c2ccc(Br)cc2)c1Cl	-2%	16%	·	1%	-18%	-37%	4%	1%	2%	-11%	3%
CC(C)(C)c1ccc(OCC(O)CN(CCO)CC(O)Cn2ccc3ccccc32)cc1 (stereo not given)	-4%	-3%	4	?	-3%	-9%	-3%	0%	-10%	?	1%
Cc1nc(-c2ccccc2O)n(-c2ccccc2)n1	-6%	4%	2	-3%	5%	18%	-3%	-1%	-2%	?	2%
CCOC(=O)c1c(/N=C/c2cccc([N+](=O)[O-])c2O)sc(C)c1C	1%	3%	2	?	-7%	-22%	0%	0%	-8%	?	10%
Cc1noc(C)c1S(=O)(=O)N(CC(=O)NCc1ccc2c(c1)OCO2)c1ccc(C(C)C)cc1	-3%	-1%	4	0%	6%	-25%	-6%	-6%	-2%	0%	-17%
CSc1ccccc1NC(=O)C1CCCN(S(C)(=O)=O)C1 (stereo not given)	-2%	1%	2	-2%	-2%	-2%	·	-4%	9%	-4%	0%
CCC(C)C(NC(=O)C1CCC(C)CC1)C(=O)NCc1ccco1 (stereo not given)	0%	1%	6	-4%	-2%	-11%	3%	-20%	-1%	-8%	-15%
C/C(=N\NC(=O)Cn1nnc2ccccc21)c1ccco1	1%	3%	-2	0%	0%	7%	7%	0%	-7%	27%	1%
O=S(=O)(Nc1cc(Sc2ncn[nH]2)c(O)c2ccccc12)c1ccccc1	-13%	3%	2	7.1µM*	11µM*	-99%	-11%	?	1%	7.9µM*	23µM*
O=C(CSc1nnnn1C1CCCCC1)NNC(=O)c1ccco1	0%	-1%	3	-8%	2%	-8%	1%	8%	-5%	0%	-14%
NC(=O)C1CCN(CC(=O)Nc2ccc3c(c2)OCCO3)CC1	4%	·	·	·	·	-8%	26%	7%	·	·	17%
COc1cccc(N2CCN(C(=O)Cn3c(=O)oc4ccccc43)CC2)c1	-1%	-2%	13	15%	4%	4%	0%	1%	-1%	-2%	-6%
CN(C)/C=C1/C=C(c2ccccc2)OC1=O	?	3%	3	-16%	?	14%	6%	?	-1%	6%	?
COCCN1Cc2cccc(C(=O)Nc3cccc(OC)c3)c2C1=O	2%	-1%	5	1%	-16%	26%	6%	-2%	10%	-1%	4%
O=C(CNCCN1CCOCC1)Nc1ccccc1Sc1ccccc1	-3%	-1%	-5	-10%	1%	4%	0%	-2%	-6%	-20%[10 µM]	3%
CCC(Oc1ccccc1)C(=O)Nc1nnc(S(=O)(=O)N2CCCCC2)s1 (stereo not given)	-3%	0%	-2	-9%	2%	-45%	-3%	0%	1%	-11%	-4%
CCOc1cc(C)c(-c2onc(C(F)(F)F)c2-c2csc(C)n2)c(O)c1	-4%	3%	30	11µM*	1%	-32%	-10%	1%	-10%	12%	-22%
Cc1cc(=O)[nH]c(SCC(=O)Nc2nc(-c3ccccc3)cs2)n1	-2%	10%	3	12%	-11%	-44%	8%	0%	2%	35%	?
COc1cccc2[nH]c3c(N4CCC(C(N)=O)CC4)ncnc3c12	-5%	2%	1	-11%	-13%	-9%	-1%	4%	8%	1%	?
CCCCc1nc2cc(C(=O)NCc3cc(C)n(C)n3)ccc2o1	10%	6%	3	2%	?	?	-9%	2%	20%	?	?
O=C(N/N=C/c1sc(=O)[nH]c1-[n+]1ccccc1)c1ccccc1[O-]	0%	5%	-1	-1%	-3%	0%	1%	?	-1%	22%	3%
COc1ccc(NS(=O)(=O)c2ccc(C(=O)N3CCN(c4ccc(F)cc4)CC3)cc2)cc1	-3%	·	·	·	·	-25%	2%	6%	·	·	?
CC(C)c1ccc(NC(=O)COc2ccccn2)cc1	?	?	1	-4%	?	4µM*	22%	-2%	?	15%	?
CCCc1nc2ccccc2c(=O)n1NC(=O)c1c(O)c2ccccc2n(C)c1=O	-10%	-1%	-3	0%	-2%	-2%	-2%	4%	2%	32%	-15%
CC(C)(C)C(=O)Nc1ccc(C(=O)COC(=O)C2=COCCO2)cc1	1%	3%	-1	·	-19%	30%	0%	2%	-4%	·	22%
CC(C)NC(=O)COC(=O)c1cc(F)c(F)cc1Cl	-3%	-2%	10	15%	1%	0%	3%	-5%	2%	29%	6%
O=S(=O)(c1cc(Cl)ccc1Br)N1CCOCC1	8%	1%	-3	4%	4%	0%	-5%	-1%	3%	-3%	17%
O=C(OC1Cn2c(=O)ccc(=O)n2C1)c1ccc([N+](=O)[O-])cc1	0%	-3%	-2	-4%	7%	-6%	-2%	-6%	2%	-10%	-5%
Cc1ccccc1S(=O)(=O)Nc1nc2ccccc2nc1NCCO	2%	4%	-7	-6%	-2%	3%	2%	3%	5%	2%	1%
CCOc1ccc(NC(=S)N2CCCN(Cc3cccc(Cl)c3)C2)cc1	0%	-7%	3	5%	-4%	-50%	13%	-10%	1%	?	-6%
O=C(CN1CCC(n2nnc3cc(F)ccc32)CC1)N1CCc2ccccc2C1	-5%	1%	18	18%	1%	-29%	0%	-3%	-3%	2%	21µM*
CCC1(C)Cc2ccccc2/C(=C/C(=O)N2CCCCC2)N1 (stereo not given)	-1%	-3%	?	10%	-14%	-22%	-13%	9%	2%	9%	10%
COc1ccccc1CN1CC(C(=O)NCc2cnn(C)c2)CCC1=O (stereo not given)	0%	-3%	7	-1%	3%	5%	-9%	4%	3%	-5%	20%
Cc1nn(-c2ccccc2)c(N2CCCCC2)c1/C=N/O	-2%	-4%	4	-2%	5%	7%	-2%	0%	0%	6%	-9%
O=C1NC(CCc2ccccc2)C(=O)N1CCOc1ccccc1 (stereo not given)	-1%	-5%	20	14%	5%	-7%	-2%	2%	25%	?	3%
N#Cc1c(-c2ccccc2)nc(SCC(=O)Nc2ccccc2F)[nH]c1=O	1%	-8%	-2	-6%	1%	-23%	-11%	-4%	-2%	3%	-7%
Cc1[nH]c2ccccc2c1/C=N/NC(=O)C1CC1(c1ccccc1)c1ccccc1 (stereo not given)	-13%	-3%	-1	?	-9%	-61%	-4%	2%	4%	?	?

Part of the list above in order of number of heavy atoms, smallest number first.
SMILES	ELG1 genotoxic	NPC1 promoter act	TRPV1 agonist	Gal4-VP16 FLuc	FLuc counter	BRCA1 expr up	p53 reactivator	Tb PFK inh	Rab9 promoter act	RORg inh	ELG1 repair inh
CC(C)c1ccc(NC(=O)COc2ccccn2)cc1	?	?	1	-4%	?	4µM*	22%	-2%	?	15%	?
CCCc1nc2ccccc2c(=O)n1NC(=O)c1c(O)c2ccccc2n(C)c1=O	-10%	-1%	-3	0%	-2%	-2%	-2%	4%	2%	32%	-15%
COc1ccc(NS(=O)(=O)c2ccc(C(=O)N3CCN(c4ccc(F)cc4)CC3)cc2)cc1	-3%	·	·	·	·	-25%	2%	6%	·	·	?

(continued)
SMILES	ELG1 genotoxic	NPC1 promoter act	TRPV1 agonist	Gal4-VP16 FLuc	FLuc counter	BRCA1 expr up	p53 reactivator	Tb PFK inh	Rab9 promoter act	RORg inh	ELG1 repair inh
COc1ccc(NC(=O)c2c(C(F)(F)F)nn(C)c2SCc2ccccc2)cc1	-2%	-2%	7	2%	?	-1%	11%	3%	0%	0%	-5%
Cc1ccc(S(=O)(=O)N2CCN(c3nn(C)c(=O)n(C)c3=O)CC2)cc1C	-1%	-6%	0	·	1%	-27%	-5%	1%	-9%	·	?
COC(=O)C1=C(C)NC(C)=C(C(=O)OC)C1c1ccccn1	0%	-2%	-3	7%	-1%	-2%	-2%	-4%	-1%	-22%	12%
O=C(NCc1ccco1)N1c2ccccc2Sc2ccccc21	2%	-5%	-1	35µM*	3%	1%	-2%	-2%	4%	?	-14%
O=C(COC(=O)CCc1nc2ccccc2c(=O)[nH]1)Nc1ccc(N2CCOCC2)cc1	1%	-5%	-5	11%	3%	0%	0%	1%	1%	4%	-9%
CC1(C)CC(=O)C2=C(C1)OC(c1cccs1)C(C#N)=C2N (stereo not given)	-6%	0%	7	-2%	-1%	0%	-10%	25%	-1%	-7%	-3%
CC(C)c1nc2c(c(=O)n(C)c(=O)n2C)n1C	-3%	-1%	3	4%	7%	-2%	1%	-5%	-4%	22%	-4%
